Screens as filed in PubChem.
OXTR potentiator: human OXTR potentiation; P30559; CHO-OTR cells, Fluo-8 calcium fluorescence, potentiator mode; 0% = oxytocin EC15, 100% = EC100; activation, % at 3 µM; 0.061% of 320,000 active;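 active = activation above that plate's cutoff, the mean activation of tested compounds plus 3 SD, cut at about 6.6% in these data, passing the limit was not always enough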;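 also: 100% uses oxytocin at 75 nM as the full agonist control; some results filed as inactive read as strong as hits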
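Material: human OTR in CHO cells. Compound: 3.0 µM, one dose. Timing: compound 6 min at room temperature before oxytocin, 100 s read. Evaluation: % activation of max/min ratio relative to oxytocin controls. Replication: single well per compound, singlicate. Signal: Fluo-8 calcium dye fluorescence.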
TAAR1 ag: agonists of human TAAR1 | Q96RJ0 | CHO RD-HGA16 TAAR1, Fluo-8 calcium fluorescence; vehicle wells 0%, saturating PEA agonist 100% | activation, % at 3 µM | 0.99% of 360,000 active;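 active = activation above the mean activation of all test compounds in the run plus 3 SD, cut at about 38% in these data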
Target sequence (Q96RJ0 whole entry, looked up): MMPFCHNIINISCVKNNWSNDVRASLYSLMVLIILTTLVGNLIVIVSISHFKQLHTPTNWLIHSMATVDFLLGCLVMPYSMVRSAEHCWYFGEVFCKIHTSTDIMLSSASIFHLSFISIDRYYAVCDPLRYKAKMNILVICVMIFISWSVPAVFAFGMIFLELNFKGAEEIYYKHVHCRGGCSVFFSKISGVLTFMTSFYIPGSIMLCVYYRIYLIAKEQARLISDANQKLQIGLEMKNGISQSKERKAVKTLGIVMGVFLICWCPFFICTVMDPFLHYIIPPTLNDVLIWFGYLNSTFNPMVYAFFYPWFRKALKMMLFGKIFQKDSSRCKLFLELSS
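Benchmarks: low control DMSO, high control PEA (EC100); System: CHO RD-HGA16 cells carrying human TAAR1 plus Gα16; Detection: Fluo-8 fluorescence, 5 s baseline then 140 s kinetic read; Schedule: 17-24 h plating, Fluo-8 75 min 37 °C, 30 min RT; Read-out basis: % activation from peak over basal fluorescence ratio, DMSO-to-PEA scaled.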
V1aR counter: V1a receptor agonism, counter-screen for OXTR agonists | 0.25% of 320,000 active | P37288 | activation, % at 3 µM | CHO-V1R cells, Fluo-8 calcium fluorescence, agonist mode; 0% DMSO, 100% 3 nM vasopressin | AID 2797;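 active = activation above the mean activation of all tested compounds plus 3 SD, per screening run, cut at about 20% in these data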;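 also: signal is peak over basal fluorescence ratio across a 100 second FLIPR read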
Target sequence (P37288 whole entry, looked up): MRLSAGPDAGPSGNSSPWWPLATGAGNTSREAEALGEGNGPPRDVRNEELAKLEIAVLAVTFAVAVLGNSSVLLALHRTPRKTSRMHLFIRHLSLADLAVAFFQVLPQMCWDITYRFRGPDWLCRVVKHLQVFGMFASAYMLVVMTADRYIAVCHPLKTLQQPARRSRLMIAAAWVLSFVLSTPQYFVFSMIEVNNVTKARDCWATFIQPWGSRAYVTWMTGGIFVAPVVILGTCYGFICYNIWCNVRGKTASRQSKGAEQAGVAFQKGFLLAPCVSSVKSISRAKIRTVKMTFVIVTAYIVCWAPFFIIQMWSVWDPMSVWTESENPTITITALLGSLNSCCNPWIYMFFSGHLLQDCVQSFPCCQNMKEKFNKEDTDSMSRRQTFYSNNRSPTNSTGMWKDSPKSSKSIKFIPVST
TAAR1 antag: antagonists of human TAAR1 | Q96RJ0 | CHO RD-HGA16 TAAR1, Fluo-8 calcium fluorescence, antagonist | inhibition, % at 3 µM | 1.5% of 360,000 active | AID 624466;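 active = inhibition above a per-plate cutoff, the mean inhibition of test compounds on that plate plus 3 SD, cut at about 49% in these data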;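 also: 0% = DMSO plus EC80 beta-PEA response and 100% = DMSO alone without agonist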
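test system = CHO RD-HGA16 cells bearing hTAAR1 | replication = singlicate | controls = DMSO-only wells and EC80 β-PEA-stimulated wells | reagent = EC80 β-phenethylamine stimulus | read-out basis = percent inhibition of PEA-evoked calcium signal, max/basal emission ratio | schedule = seeding 17-24 h prior, 75-min 37 °C, 30-min RT dye loading | signal = kinetic Fluo-8 calcium fluorescence measurement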
CHRM1 PAM: positive allosteric modulators of human M1 muscarinic receptor; P11229; CHO-K1 hM1, Fluo-8 calcium fluorescence, ACh EC20; 0% = ACh EC20, 100% = maximal ACh; activation, % at 3 µM; 0.088% of 360,000 active; in the data active = activation above about 19%, passing the limit was not always enough
CHO parental Ca: signal in parental CHO cells, OX1R antagonist counter-screen; 0.63% of 330,000 active; parental CHO-K1, ATP-induced calcium, Fluo-8 fluorescence; inhibition, % at 5.6 µM;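 active = inhibition above that plate's mean sample inhibition plus 3 SD, cut at about 26% in these data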;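 also: 0% = ATP-challenged DMSO wells and 100% = DMSO wells without ATP; some compounds past the cut are filed as inactive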
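Assay system: parental CHO cells; Read-out basis: percent inhibition of ATP-evoked calcium rise, normalized to controls; Benchmarks: ATP and no-ATP DMSO wells; Compound dosing: single nominal dose of 5.6 µM per compound; Signal: Fluo-8 calcium dye fluorescence; Also added: ATP as calcium-mobilizing challenge; Repeats: singlicate.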
CHRM1 antagonist: antagonists of human M1 muscarinic receptor; inhibition, % at 3 µM; P11229; 1.3% of 360,000 active; AID 588852; CHO-K1 hM1, Fluo-8 calcium fluorescence, ACh EC80 antagonist;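 active = percent inhibition above its own plate's cutoff, namely the mean of that plate's compound wells plus 3 SD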;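 also: peak over basal fluorescence ratio during 140 s after agonist addition; 0% = ACh EC80 plus DMSO and 100% = DMSO alone without agonist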
OXTR ag: agonists of human oxytocin receptor; P30559; CHO-OTR cells, Fluo-8 calcium fluorescence; normalized: DMSO 0%, oxytocin 100%; activation, % at 3 µM; 0.32% of 320,000 active; AID 2435;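 active = activation above the mean of all tested compounds plus 3 SD, cutoff set per screening run, cut at about 20% in these data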;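 also: peak over basal fluorescence ratio from a 100 s FLIPR kinetic read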
CHRM1 agonist: agonists of human M1 muscarinic receptor | 0.33% of 360,000 active | activation, % at 3 µM | CHO-K1 hM1, Fluo-8 calcium fluorescence, agonist mode; 0% DMSO, 100% acetylcholine EC100;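 active = activation above the run's mean compound activation plus 3 SD, cut at about 16% in these data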;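 also: peak over basal fluorescence ratio within a 140 s kinetic read after compound addition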
The depositor's hits bear a star; nt = no result given.

SMILES | OXTR potentiator | TAAR1 ag | V1aR counter | TAAR1 antag | CHRM1 PAM | CHO parental Ca | CHRM1 antagonist | OXTR ag | CHRM1 agonist
Cc1ccc(Sc2c(C)[nH]n(C(C)(C)C)c2=O)cc1 | -8 | 11 | -0.9 | -13 | 7 | 5 | -9 | 0.0 | -6
Cc1onc(-c2ccccc2)c1CNC(=O)Nc1ccccc1 | 2 | 1 | 0.6 | -43 | 6 | -17 | -7 | -1.2 | 2
Cc1cc(=O)[nH]c(N/N=C/c2c(C)nn(-c3ccccc3)c2C)n1 | -1 | 7 | 0.6 | -1 | 2 | 2 | 15 | -0.3 | -1
CCC(=O)N=c1sc2cc(F)cc(F)c2n1C | 2 | -1 | -0.9 | -21 | 4 | 8 | -14 | -2.0 | -5
CCCCN(Cc1ccccc1)S(=O)(=O)c1cc2c(cc1Br)CC(C)N2C(C)=O (stereo not given) | nt | 0 | nt | -25 | -15 | nt | 23 | nt | -5
CCCCC1C(=O)NN(c2ccccc2)C1=O (stereo not given) | nt | 2 | nt | -8 | 13 | nt | -25 | nt | 2
O=C(Nc1c(F)cccc1F)c1ccc(-n2cncn2)nc1 | -7 | 5 | 1.0 | -4 | 8 | -4 | -6 | -0.1 | -2
COc1cc([C@@H]2[C@H]3CNCC=C3C(C#N)=C(N)C2(C#N)C#N)ccc1OC(C)C | -6 | 3 | 1.4 | 2 | 0 | -13 | -29 | 0.5 | 2
Cc1ccc(-n2c(SCC(=O)N3CCCCC3)nc(O)cc2=O)cc1 | -12 | 1 | 0.9 | -8 | 3 | -9 | -1 | -1.4 | 0
O=C(NCCNc1ccc(Cl)cc1[N+](=O)[O-])c1ccccc1F | -16 | 3 | 1.6 | 3 | -1 | -4 | 6 | -0.2 | -4
CC1(C)CC2CC(C)(CN2C(=O)Cc2ccccc2)C1 (stereo not given) | -8 | 0 | -0.3 | -15 | 18 | -22 | -11 | -2.4 | -2
O=c1nc(N2CCOCC2)ccn1-c1nc(-c2ccccc2)oc1-c1ccccc1 | -8 | 5 | 1.4 | 5 | 4 | -4 | -20 | 0.5 | -3
Cc1c(/C=C/C(=O)c2ccccc2)cnn1C | -9 | 3 | 0.6 | 8 | 0 | -2 | 1 | -0.6 | -1
CCOC1(OCC)N=C(N)C2(C#N)C(c3cccc(C)c3)C12C#N (stereo not given) | -6 | 3 | -0.7 | 16 | 6 | 0 | -8 | 0.5 | -2
Cc1ccccc1-c1nc(CS(=O)(=O)CC(=O)NCc2ccc3c(c2)OCO3)c(C)o1 | 0 | -1 | 0.3 | 8 | -5 | -21 | 4 | -0.5 | -1
O=C(CN1CCN(S(=O)(=O)c2ccccc2F)CC1)NCC1(N2CCOCC2)CCCCC1 | -2 | 1 | 0.1 | -6 | 7 | -14 | -8 | 0.2 | -7
O=C1/C(=C/c2ccco2)Oc2c1ccc(O)c2CN1CCCCC1 | -8 | 6 | 0.6 | 10 | 0 | -21 | 10 | 1.4 | -5
Cc1cccc(NCC(=O)NNC(=S)Nc2ccccc2)c1 | 2 | 3 | -0.5 | -19 | 4 | -1 | 4 | 0.0 | -5
COc1ccccc1CC(=O)Nc1cc(C)on1 | nt | 0 | nt | -11 | 5 | nt | -11 | nt | 0
CC1(C(=O)NS(=O)(=O)c2ccc(Cl)cc2)CCN1C(=O)C1CC1 (stereo not given) | nt | 2 | nt | -13 | 9 | nt | -15 | nt | -2
Cc1cc(NC(=O)CN(C)S(=O)(=O)c2cccc(Cl)c2)no1 | 4 | 3 | 1.1 | 15 | 7 | 6 | 8 | -0.5 | -8
CN(N=Nc1cccc([N+](=O)[O-])c1)c1ccccc1 | -4 | 3 | 0.0 | 3 | 9 | -9 | -15 | -2.0 | -2
CC(=O)N1[C@H](Cc2ccccc2)C=C[C@]1(C)C(=O)NCCc1c[nH]c2ccccc12 | -7 | 11 | 2.7 | 1 | 7 | -18 | 12 | 5.2 | 6
CCOc1ccc(C2Nc3ccc4ccccc4c3-c3c2c(=O)oc2ccccc32)cc1 (stereo not given) | -4 | -1 | -0.2 | -8 | -7 | -16 | 5 | -0.2 | -3
CCN1CCN(C(=O)c2ccc(CS(=O)(=O)Cc3ccccc3Cl)o2)CC1 | nt | 2 | nt | -8 | -1 | nt | -4 | nt | -8
Continuation:
SMILES | OXTR potentiator | TAAR1 ag | V1aR counter | TAAR1 antag | CHRM1 PAM | CHO parental Ca | CHRM1 antagonist | OXTR ag | CHRM1 agonist
S=C(c1ccc(-c2ccc(Cl)cc2Cl)o1)N1CCCC1 | -4 | 8 | 0.1 | -22 | 26 | -34 | -31 | -1.1 | 0
Cc1ccc(CN2CCC[C@]3(N[C@H](c4ccc(C)cc4)[C@@H]4C(=O)N(Cc5ccccc5)C(=O)[C@@H]43)C2=O)cc1 | nt | 1 | nt | -18 | 0 | nt | -10 | nt | -8
Cc1ccccc1-c1nc(C#N)c(NCc2ccco2)o1 | -10 | 2 | 0.5 | 2 | -7 | -4 | 7 | -1.1 | -4
O=C(Nc1ccccc1N1CCOCC1)c1cnccn1 | -16 | 16 | -0.7 | 3 | 1 | -21 | -25 | -0.8 | -3
COc1cc(C(=O)NCC(=O)N/N=C/c2ccco2)cc(OC)c1OC | -1 | 6 | 0.5 | -12 | 11 | -5 | -15 | 0.1 | -2
CCc1nc2ccc(C(=O)Nc3ccc(NC(C)=O)cc3)cn2c1N(C)CCCc1ccccc1 | nt | 6 | nt | 26 | -29 | nt | 47* | nt | -4
COC(/C=C/Nc1ccc(Br)cc1)=C(C#N)C#N | -6 | -2 | 0.5 | -8 | 0 | -8 | -15 | -0.5 | -3
COCC(=O)N/N=C\c1cccc(OC)c1OC/C=C/c1ccccc1 | nt | 0 | nt | -16 | 7 | nt | -13 | nt | -3
C=CCN1CC(=O)N2C(c3ccccc3)c3[nH]c4ccccc4c3C[C@H]2C1=O (stereo not given in full) | nt | 21 | nt | 19 | 4 | nt | -11 | nt | -6
CS(=O)(=O)c1ccc(Cl)c(NC(=O)Cc2c(F)cccc2Cl)c1 | 2 | 5 | 0.3 | 10 | 12 | 1 | 0 | 0.6 | -4
COCCCn1c(C23CC4CC(CC(C4)C2)C3)n[nH]c1=S | -2 | 0 | -0.2 | 3 | 12 | -1 | -7 | -2.0 | 1
COc1ccccc1NC(=O)Cc1c(F)cccc1Cl | 1 | 1 | -1.1 | -24 | 10 | -4 | -3 | -2.2 | -8
Cc1ccc2c(c1)N(C(=O)CCC(=O)NCCN1CCOCC1)CCO2 | -3 | 3 | 1.4 | -21 | -7 | 0 | 14 | 0.2 | -2
COc1ccc(CNS(=O)(=O)CCNC(=O)c2cccc(OC)c2)cc1 | 4 | -1 | -0.8 | -7 | 0 | -5 | 7 | -0.8 | -6
O=C(NCCCn1ccnc1)C1c2ccccc2Oc2ccccc21 | -1 | -1 | -1.4 | 11 | -25 | -2 | 24* | 0.0 | -6
CC(C)(C)OC(=O)[C@H](Cc1ccccc1)NC(=O)c1nc[nH]c1C(=O)NC1CCN(C(=O)OC(C)(C)C)CC1 | -6 | 14 | -0.9 | 28 | 4 | -36 | 2 | -0.8 | -2
CCN(c1ccccc1)S(=O)(=O)c1ccc(N2CCN(c3ccc(OC)cc3)CC2)nc1 | -7 | 5 | 2.4 | 4 | 6 | -5 | -6 | 3.7 | -2
CCC(C)NC(=O)c1ccc2c(c1)N(Cc1ccccc1)C(=O)CS2 (stereo not given) | 3 | -2 | -0.3 | -17 | -6 | -10 | 14 | -0.8 | -8
CCN(CC)S(=O)(=O)c1cc(NC(=O)C(C)N2CCc3ccccc32)ccc1C (stereo not given) | -10 | -1 | 1.2 | -4 | -12 | -16 | 27 | 0.1 | -6
CCN(CC)CC(O)COc1ccc2c(c1)c(C(C)=O)c(C)n2-c1ccccc1 (stereo not given) | -12 | 2 | 0.8 | 23 | -7 | -24 | 20 | 1.0 | -3
O=S(=O)(Nc1ccc(S(=O)(=O)N2CCOCC2)cc1)c1ccc(Br)cc1 | -5 | 9 | 2.3 | -10 | 2 | -18 | -12 | 2.0 | 5
COc1ccc(N2CCN(C(=O)COC(=O)CCS(=O)(=O)c3ccc(C)cc3)CC2)cc1 | -4 | 2 | 6.1 | -13 | -3 | -11 | 7 | 4.5 | 0
CCOc1cc(N2CCOCC2)c(OCC)cc1NC(=O)c1cccc(S(=O)(=O)N2CC(C)OC(C)C2)c1 (stereo not given) | nt | 3 | nt | -28 | 10 | nt | -24 | nt | -3
C=CCn1c(N)cc(=O)nc1SCC(=O)Nc1ccc2ccccc2c1 | 2 | 8 | 0.4 | -3 | 8 | -12 | -9 | -0.2 | 0
C=CCOC(=O)C1=C(C)OC(N)=C(C#N)C1c1ccc(F)cc1 (stereo not given) | 8 | 5 | -1.1 | 7 | 2 | -7 | -3 | -1.2 | -5
Further results follow:
SMILES | OXTR potentiator | TAAR1 ag | V1aR counter | TAAR1 antag | CHRM1 PAM | CHO parental Ca | CHRM1 antagonist | OXTR ag | CHRM1 agonist
CCOc1ccc(-c2nnn(CC(=O)N3CCN(c4ccc(F)cc4)CC3)n2)cc1OCC | -8 | 3 | 1.2 | 15 | 7 | -19 | -5 | 0.4 | -4
CC(=O)c1ccc(NC(=O)CS(=O)(=O)c2cn(CC(=O)N3CCOCC3)c3ccccc23)cc1 | -7 | 3 | 0.3 | -12 | -1 | 1 | 0 | 0.2 | -1
COc1ccc(C(=O)Oc2ccc3c(C)cc(=O)oc3c2C(C)=O)cc1 | 6 | 6 | 1.0 | -38 | 9 | -12 | -12 | 0.5 | -2
O=C(c1cccc(C(F)(F)F)c1)N1CCc2c([nH]c3ccccc23)C1C(F)(F)F (stereo not given) | 1 | 5 | -0.1 | -24 | 17 | -29 | -10 | -1.9 | -1
Cc1cc(NC(=O)C2CC2)ccc1NC(=O)c1cccs1 | -2 | 2 | 1.7 | 7 | 5 | 1 | 8 | 0.8 | 0
Cc1cc(C(=O)COC(=O)CC2Sc3ccccc3NC2=O)c(C)n1-c1ccccc1 (stereo not given) | -6 | -1 | 0.0 | 4 | -1 | -14 | -4 | -1.3 | -7
CCCSc1ccc([C@@H]2[C@H]3C(=O)N(CC)C(=O)[C@H]3[C@]3(C(=O)OC)CCCCN23)cc1OC | -10 | 3 | 0.1 | 6 | 6 | -31 | -2 | -1.5 | -4
